NPY Y2 blocker: NPY-Y2 (human) receptor antagonism. P49146. NPY-Y2 expressing cells, antagonist mode. inhibition, % at 2.7 µM. 140,000 compounds, 0.99% hits. AID 793; in the data active means inhibition above about 17%;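 further: 0% = vehicle with agonist challenge and 100% = reference antagonist with challenge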
Target sequence (P49146 whole entry, looked up): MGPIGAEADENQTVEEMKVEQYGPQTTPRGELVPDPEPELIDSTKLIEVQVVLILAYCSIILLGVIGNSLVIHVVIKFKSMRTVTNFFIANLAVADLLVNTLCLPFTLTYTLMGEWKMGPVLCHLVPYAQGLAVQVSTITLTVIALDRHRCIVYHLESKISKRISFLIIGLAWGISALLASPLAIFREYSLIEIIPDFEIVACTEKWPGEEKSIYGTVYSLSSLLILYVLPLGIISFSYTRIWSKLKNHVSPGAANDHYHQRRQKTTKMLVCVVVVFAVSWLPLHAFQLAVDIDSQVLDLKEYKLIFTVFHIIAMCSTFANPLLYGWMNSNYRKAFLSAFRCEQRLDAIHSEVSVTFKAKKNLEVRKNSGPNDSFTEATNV
E-sel TNF inh: blocks E-selectin expression induced by TNF alpha; HUVEC TNFa-induced E-selectin immunofluorescence, high content; inhibition, % at 2 µM; 120,000 compounds, 0.71% hits;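 active means inhibition above the batch mean plus 3 SD, and confirmed as a hit on visual image review, cut at about 43% in these data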;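 further: 0% = TNF-stimulated DMSO wells and 100% = unstimulated control wells; not every result past the cut was called active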
Measles CPE: protection of cells from measles virus; 140,000 compounds, 1.5% hits; protection (pct of control), % at 4 µM; Measles virus-infected cells, CPE protection, absorbance; in the data active means protection mostly above about 24%, no sharp cut-off; inactive means mostly below about 26%; further: some compounds called inactive have numbers as strong as hits
MRP1 act: activates MRP-1; H69AR cells + doxorubicin, viability rescue, CellTiter-Glo; viability increase, % at 10 µM; 140,000 compounds, 0.61% hits; AID 799;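 active means viability gain under doxorubicin at or above a set limit, the compound median plus 3 SD, cut at about 4.7% in these data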;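 further: MRP-1 overexpressing cells given doxorubicin 25 µM after compound pretreatment; 18-22 h compound pretreatment then 72 h with doxorubicin before readout; 0% = doxorubicin-only wells and 100% = vehicle-treated cells without doxorubicin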
BB579 growth dn: reduces growth of yeast BB579 in restrictive medium. S. cerevisiae BB579 growth, OD615, 48 h. inhibition, % at 10 µM. 140,000 compounds, 0.51% hits. AID 804;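 active means inhibition above a set limit, 3 SD over the mean compound inhibition, cut at about 44% in these data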; further: inactives centre near -24
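Assay system – yeast BB579 (DeaD) · Dosing – single compound dose of 10 µM, 0.25% DMSO final · Detection – OD615 turbidity measurement · Buffer or medium – CSMM-D restrictive synthetic medium containing dextrose (glucose) · Benchmarks – positive control amphotericin B 10 µg/mL · Incubation – 48 h exposure, 30 °C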
HCT116 bCat-KO: beta-catenin-lacking colon tumor cell growth suppression | viability, % at 10 µM | HCT116 beta-catenin knockout viability, CellTiter-Glo, 60 h; hits give low values | 140,000 compounds, 1.5% hits | AID 818;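 active means viability at or under a set limit, the compound median less 4 SD, cut at about 6% in these data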;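 further: 0% = Hyamine 1622 control at 20 µM and 100% = untreated cell control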
HCT116 PTEN-null: suppresses growth of cells with PTEN deletion; 140,000 compounds, 1.2% hits; viability, % at 10 µM; HCT116 PTEN-null viability, CellTiter-Glo, 60 h; hits give low values;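 active means viability at or below a set limit, 4 SD under the median of all tested compounds, cut at about 3.7% in these data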;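 further: PTEN knockout HCT116 line with beta catenin targeted HCT116 as companion control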
Yeast life ext: extends the lifespan of yeast; inhibition of the nicotinamide effect, % at 10 µM; 130,000 compounds, 0.68% hits; AID 775; S. cerevisiae growth with nicotinamide, OD615; deaD strain in restrictive glucose medium;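 active means inhibition above a set limit, placed 3 SD over the median of all compounds, cut at about 26% in these data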;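 further: 0% = nicotinamide-treated wells and 100% = cells grown without nicotinamide; some compounds called inactive have numbers as strong as hits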
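System: Modified budding yeast, DeaD strain | Buffer or medium: Restrictive glucose medium | Also added: 1.5 mM nicotinamide | Doses: 10 µM single point, 0.25% DMSO | Schedule: 48 h compound exposure at 30 °C, humidified | Detection: Absorbance at 615 nm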
Phagocyt inh: macrophage phagocytosis inhibition; J774A.1 macrophage IgG-bead phagocytosis, imaging; inhibition, % at 5 µM; 110,000 compounds, 0.07% hits;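 active means inhibition above the mean of the plate negative controls plus 5 SD, cut at about 13% in these data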;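 further: phagocytic index as fraction of beads internalized from green versus red external bead signal; plate controls were DMSO negative control for no effect and cytochalasin-D positive control for full effect; some results beyond the cut were filed as inactive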
GALR2 antag: GALR2 (human) receptor antagonism; GALR2-expressing cells, antagonist mode; inhibition, % at 4 µM; 140,000 compounds, 0.39% hits; AID 828; in the data active means inhibition above about 27%;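 further: cells stimulated with galanin 1-16 at roughly its EC80; 0% = agonist challenge control and 100% = basal control without agonist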
Target sequence (O43603 whole entry, looked up): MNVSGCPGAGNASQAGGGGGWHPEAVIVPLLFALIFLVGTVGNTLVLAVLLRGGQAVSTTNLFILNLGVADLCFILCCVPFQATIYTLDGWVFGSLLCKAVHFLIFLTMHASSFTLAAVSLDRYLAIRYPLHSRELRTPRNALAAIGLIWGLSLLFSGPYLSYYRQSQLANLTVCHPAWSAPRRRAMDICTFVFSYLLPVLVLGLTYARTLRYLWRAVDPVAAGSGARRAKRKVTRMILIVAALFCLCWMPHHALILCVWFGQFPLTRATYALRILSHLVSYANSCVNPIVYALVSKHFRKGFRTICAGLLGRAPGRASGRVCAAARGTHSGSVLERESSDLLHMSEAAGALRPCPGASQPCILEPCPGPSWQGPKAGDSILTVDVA
The depositor's hits bear a star; nt = no result given. Compounds as they come. Share with any hit: about 6.3%.

SMILES	NPY Y2 blocker	E-sel TNF inh	Measles CPE	MRP1 act	BB579 growth dn	HCT116 bCat-KO	HCT116 PTEN-null	Yeast life ext	Phagocyt inh	GALR2 antag
CC1CCN(C(=O)C2CCN(CC(C)c3ccccc3)CC2)CC1 (centres undefined)	1	-17	3	-4.1	-14	84	98	nt	nt	-6
CC(=O)NC(O)C(=O)c1ccccc1 (centres undefined)	1	nt	33	-1.4	-6	105	97	-1	-3	0
CCCCSc1nn[nH]n1	2	nt	4	-2.3	-19	95	77	-25	0	-14
N#CC1=C2N=C(N)c3ccccc3N2C2=C(C(=O)CCC2)C1c1cccc(Cl)c1 (centres undefined)	-3	42	6	-1.8	-38	44	40	-2	nt	9
Cc1cc(-c2ccc(N3CCOCC3)cc2)nc2ccccc12	3	nt	26	-4.2	-2	90	86	-8	-2	12
COc1ccc(S(=O)(=O)NCc2ccccn2)cc1Cl	2	-7	13	0.1	-50	106	111	-6	nt	-1
COc1cccc(C(=O)Nc2ccc(N(C)C)cc2)c1OC	0	15	1	-1.8	5	101	86	-13	nt	-5
O=C(/C=C/c1ccccc1)NCCc1ccc2c(c1)OCCO2	11	-11	13	0.1	-20	96	102	-5	-10	-12
CN(CC(=O)Nc1ccc(Cl)c(Cl)c1)C(=O)/C=C/c1ccc(F)cc1	11	nt	11	0.7	12	91	85	-3	-2	1
CCOC(=O)c1ccc(NC(=O)CSc2nc3ncccc3[nH]2)cc1	2	1	4	-0.4	-30	95	94	-5	-5	14
Cc1ccc(NC(=O)c2oc3c(c2C)C(=O)CC(C)(C)C3)cc1	4	-28	18	0.0	6	91	87	-8	4	4
NC(=O)CNC(=O)[C@@H]1CC2(CC(c3ccccc3)=NO2)CN1C(=O)c1ccc(Br)cc1 (some centres undefined)	2	-30	10	-0.1	-26	90	96	-3	nt	5
Cc1ccc(N=Cc2c(O)ccc3ccccc23)cc1F	0	11	9	-2.2	5	86	90	36*	-1	7
CCOC(=O)c1cc(NC(=O)c2ccc(OC)cc2)c(=O)oc1-c1ccccc1	1	-45	13	0.1	-11	76	80	3	nt	6
CNC(=S)N1CCc2ccccc2C1	2	nt	10	0.2	6	96	87	-4	-4	4
Cc1ccc(-c2noc(CN3CCC(C(N)=O)CC3)n2)cc1	-3	2	15	-1.2	-15	99	105	-8	nt	-1
C=CCn1c(SCc2c(C)noc2C)nc2sc3c(c2c1=O)CCC(C)C3 (centres undefined)	1	-54	-1	-4.7	-14	23	25	-3	-1	4
COCc1[nH]nc2c1C1(C(=O)N(C)c3ccccc31)C(C#N)=C(N)O2 (centres undefined)	-1	-20	14	1.1	-15	100	96	-9	1	8
Cc1ccc(C(=O)CSc2n[nH]c(-c3ccco3)n2)cc1C	5	4	14	0.6	-90	91	103	-15	-1	-2
O=C(c1ccc2nc(N3CCOCC3)sc2c1)N1CCCC1	0	-7	5	-3.2	-32	92	102	1	0	10
COc1ccc(/C=N/n2c(SC)nnc2-c2ccccc2)cc1C	15	-11	9	-0.8	-39	80	68	-8	1	-2
CCOC(=O)c1ccc(NC(=O)CN2C(=O)CSCC2=O)cc1	2	nt	28	1.3	-14	90	101	4	-12	-2
S=c1[nH]cc(-c2ccc(Cl)cc2)n1-c1ccccc1	2	-13	29	-0.3	-1	97	87	3	-3	3
Cc1ccsc1C1NC(=O)c2ccccc2N1 (centres undefined)	2	-14	9	-5.3	-30	72	74	-9	nt	1
O=C(O)C1CCN(C(=O)c2ccccc2C(=O)N2CCC(C(=O)O)CC2)CC1	-1	nt	0	0.7	-12	98	94	3	2	5
CC(=O)NC12CC3CC(C1)CC(C(=O)OCC(=O)NC(=O)c1cccn1C)(C3)C2	5	32	25	-0.3	-21	103	104	-4	-2	8
CC1(C(=O)Nc2nnc(SCc3ccccc3)s2)Cc2ccccc2C(=O)O1 (centres undefined)	6	7	8	1.1	-14	102	93	18	0	-2
COc1cccc(C(=O)NCC(=O)OCC(=O)Nc2cc(OC)c([N+](=O)[O-])cc2C)c1	0	26	16	-1.7	-6	96	100	-4	-1	2
O=C(Cn1c(CSc2ccccc2)nc2ccccc21)Nc1ccccc1	15	-11	26	-1.7	-44	59	68	-3	nt	-19
CCOC(=O)c1ccc2c(c1)C(=O)N(C1CCCCC1)C2=O	2	8	2	0.1	-22	101	106	-2	1	3
O=C(CN1C(=O)C2(OCCCO2)c2ccccc21)NCCc1ccccc1	2	nt	20	-0.8	-15	82	89	-15	-2	13
COC(=O)c1ccc(SC)cn1	2	nt	9	0.2	-4	91	109	4	-5	-5
COc1ccc(C2C(C#N)=C(N)Oc3cc(N)ccc32)cc1OC (centres undefined)	3	nt	0	-1.4	-8	26	29	-12	1	-2
CC1(C)C2CC=C(/C=N/NC(=O)c3ccccc3O)C1C2 (centres undefined)	1	5	11	-2.7	-29	98	92	2	-2	-4
COc1cccc(NC(=O)N2CCC(N3CCCCC3)CC2)c1	-2	-36	15	-1.2	-25	91	95	-4	nt	4
O=C(N/N=C/c1coc2ccccc2c1=O)c1cn(-c2ccccc2)nc1-c1ccc(F)cc1	-1	-13	13	1.9	-38	84	75	29*	-10	10
O=C(Nc1ccc(Cl)cc1)C1CCN(C(=O)NC2CCCCC2)CC1	0	-21	7	-1.2	-11	95	85	13	nt	9
CC1CCN(CCOc2ccc(OCc3ccccc3)cc2)CC1	8	nt	27	-2.6	1	73	85	5	9	3
Cn1cc(C(=O)N/N=C/c2cccs2)c2ccccc21	2	nt	22	-3.4	-42	66	64	-5	-6	15
COc1ccc2c(c1)[n+](=O)c(C(C)=O)c(C)n2[O-]	2	20	10	-1.6	-25	102	93	-6	0	-1
O=C(c1ccco1)N1CCN(S(=O)(=O)c2ccc(S(=O)(=O)NC3CCCCC3)cc2)CC1	16	-3	31	-2.9	19	64	72	-10	-1	-2
Nc1c(NC2CCCCC2)c2ccccc2oc1=O	3	9	24	-2.6	-26	78	82	-15	-2	1
CC(C)(C)c1cc(NC(=O)CSc2nnc(NCc3ccccc3)s2)n(-c2ccccc2)n1	2	-16	6	-1.9	-38	69	63	-3	10	-4
O=C(NC1CCCCC1)C(c1ccc(F)cc1)N(C(=O)c1cccs1)c1ccc2c(c1)OCO2 (centres undefined)	0	8	22	-2.9	-21	97	81	-10	nt	-7
Cc1cc(=O)oc2cc(OCc3ccc(S(=O)(=O)N4CCOCC4)cc3)ccc12	4	-7	6	-3.0	-47	96	82	-12	-1	-3
COc1cccc(C2=NOC(C(=O)NCCCn3ccnc3)C2)c1 (centres undefined)	4	-14	12	-1.9	-40	99	96	-13	1	7
Cc1ccc2c(n1)CC(C)(C)C/C2=N\O	2	-4	5	-1.3	-3	84	89	nt	nt	12
O=C(Nc1cccc(Cl)c1)c1ccc(F)c(S(=O)(=O)NCc2cccs2)c1	-2	-5	11	-2.7	-15	12	14	-1	-6	10
FC(F)(F)c1nc2ccccc2n2c(-c3c(Cl)cccc3Cl)nnc12	9	16	8	-2.5	-23	93	87	-13	nt	0
O=C(O)CCCCCNC(=O)Nc1ccc2c(c1)OCCO2	-1	11	4	-2.2	-7	90	96	-6	0	3
(more compounds)
SMILES	NPY Y2 blocker	E-sel TNF inh	Measles CPE	MRP1 act	BB579 growth dn	HCT116 bCat-KO	HCT116 PTEN-null	Yeast life ext	Phagocyt inh	GALR2 antag
CN(c1nc(-c2ccccc2)cs1)C1CCS(=O)(=O)C1 (centres undefined)	6	0	11	-0.1	-27	87	88	-5	2	5
COc1ccc(-n2c(=S)[nH]c3cc(C(=O)NCc4ccco4)ccc3c2=O)c(OC)c1	1	16	9	-2.4	-23	100	91	-13	0	4
Oc1c(CN2CCN(c3ccccn3)CC2)cc(Cl)c2cccnc12	3	17	0	-5.0	59*	2.0*	2.6*	-3	-1	19
CC(C)c1ccc(-c2nn[nH]n2)cc1	4	4	9	-1.6	-8	108	94	-30	-1	9
Cn1c(=O)oc2cc(S(=O)(=O)N3CCC(C(=O)N4CC=C(c5ccccc5)CC4)CC3)ccc21	1	nt	3	-0.1	-7	85	94	-8	0	-2
CN1C2C=C3C(C#N)=C(N)C(C#N)(C#N)[C@@H](c4ccc(Cl)cc4)[C@@H]3C1CC2 (some centres undefined)	2	14	12	-4.3	-17	85	96	-5	-4	9
Brc1ccc(-c2nnc(-c3cccc(Br)c3)o2)cc1	7	20	11	-1.5	-43	100	89	-18	-2	4
O=C(NCc1ccc2c(c1)OCO2)c1cc(S(=O)(=O)N2CCCCC2)ccc1F	2	nt	4	0.5	-16	92	80	-15	-2	11
COc1cc(NC(=O)c2cccc(Cl)c2)c(OC)cc1NC(=O)CN1CCOCC1	1	3	73*	-1.4	-47	91	78	-20	0	-1
Cc1ccc(C)c(N2CCN(C(=O)Cc3ccc(-n4c(=O)[nH]c5ccsc5c4=O)cc3)CC2)c1	-3	nt	3	9.6*	-47	89	78	0	-6	11
CCCCC(=O)Nc1cccc(NC(=S)NC(=O)Cc2ccccc2)c1	3	nt	10	-2.8	-37	93	100	3	-14	-12
COc1ccc(OC)c(C(=O)c2ccc(C(=O)Nc3ccccc3)cc2)c1	3	nt	7	-1.4	1	99	95	0	-7	3
CCOc1ccc(NC(=O)c2cccc(-n3cnnn3)c2)cc1	3	7	0	0.5	-31	111	95	-9	-1	3
COc1ccc(Oc2coc3cc(OC(=O)/C=C/c4ccc(F)cc4)ccc3c2=O)cc1	0	18	13	-1.1	-31	84	94	-4	-6	1
CCN(CC)S(=O)(=O)c1cccc(-c2nnc(SCC(=O)NC3CCCC3)n2N)c1	5	-4	17	-0.8	6	106	100	-12	0	-8
CC(=O)N1CCN(S(=O)(=O)c2cccc(C(=O)Nc3nc4c(s3)CCCC4)c2)CC1	2	-80	18	-1.1	-61	69	nt	-6	-1	-8
Cc1cc(Nc2cccc([N+](=O)[O-])c2)n2c(nc3ccccc32)c1C#N	2	-37	4	-7.1	-35	3.4*	4	-13	-1	-4
N#CCCCSC1=C(C#N)C(c2ccccc2Cl)CC(=O)N1 (centres undefined)	1	16	5	-3.5	-10	87	91	-1	-2	15
Cc1onc(-c2ccccc2Cl)c1C(=O)Nc1nnc(-c2ccc(F)cc2)s1	4	nt	4	1.5	-16	100	94	-7	0	-1
CC1CCN(CCc2nc3cc(NS(=O)(=O)c4ccccc4)ccc3n2C)CC1	2	32	2	-5.9	-33	41	50	-6	0	16
Oc1cc(-c2ccccc2)c2ccccc2c1	3	nt	3	-1.2	97*	85	84	-8	-2	13
C=CCNc1cnn(CC(C)=O)c(=O)c1Br	3	12	11	-0.6	-30	96	101	-17	-1	-2
Cc1[nH]c2ccccc2c1C1(O)C(=O)N(Cc2ccc3c(c2)OCO3)c2ccccc21 (centres undefined)	-5	0	8	-5.3	-9	13	9	-19	1	-16
CC(=O)CSc1nnc(Cc2ccc([N+](=O)[O-])cc2)o1	5	10	14	-1.6	-15	88	100	-12	nt	-4

High-throughput results deposited in PubChem BioAssay by several laboratories.
